Compound activity (PubChem)
PLC-gamma1 inh – PLC-gamma1 (human) inhibition, primary screen | purified PLC-gamma1, fluorogenic substrate, fluorescence | inhibition, % at 12.2 µM | 370,000 tested, 0.84% active; in the data active = inhibition above about 9.5%
ADAM17 inh – ADAM17 inhibition, QFRET primary screen; inhibition, % at 6.95 µM; 370,000 tested, 0.83% active; AID 720648; P78536; recombinant ADAM17, EDANS/DABCYL FRET peptide cleavage;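 active = inhibition above the mean of compounds lying between control limits plus 3 SD, set per campaign, cut at about 8.5% in these data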;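 note: 0% = DMSO-only wells as the low control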
Target sequence (P78536 215-824 limits assumed): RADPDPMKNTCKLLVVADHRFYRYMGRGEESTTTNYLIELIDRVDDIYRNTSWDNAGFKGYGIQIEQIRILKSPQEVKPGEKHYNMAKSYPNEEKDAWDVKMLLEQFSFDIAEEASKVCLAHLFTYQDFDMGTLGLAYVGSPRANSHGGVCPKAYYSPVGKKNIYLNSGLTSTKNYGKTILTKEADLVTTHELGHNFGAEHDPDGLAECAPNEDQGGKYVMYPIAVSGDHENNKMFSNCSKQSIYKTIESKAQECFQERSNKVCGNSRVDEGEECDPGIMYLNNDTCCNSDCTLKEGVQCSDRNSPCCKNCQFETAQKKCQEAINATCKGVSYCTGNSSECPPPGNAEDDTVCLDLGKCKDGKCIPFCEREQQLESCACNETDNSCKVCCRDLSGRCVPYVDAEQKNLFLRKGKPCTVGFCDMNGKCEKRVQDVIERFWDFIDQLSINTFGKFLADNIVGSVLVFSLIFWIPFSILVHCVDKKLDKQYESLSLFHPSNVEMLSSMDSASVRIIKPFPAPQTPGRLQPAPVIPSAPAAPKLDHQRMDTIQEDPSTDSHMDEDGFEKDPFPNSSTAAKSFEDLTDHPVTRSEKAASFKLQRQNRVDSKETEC
MBD2 inh – MBD2-methylated oligo binding inhibition. Q9UBB5. TR-FRET, MBD2 binding to methylated oligonucleotide. inhibition, % at 4.4 µM. 370,000 tested, 0.31% active; in the data active = inhibition above about 13%
KLK7 zymogen act – activators of human kallikrein-7 zymogen | 370,000 tested, 0.9% active | activation, % at 7 µM | P49862 | purified proKLK7, EDANS-DABCYL substrate fluorescence; 100% is mature enzyme control, 0% vehicle;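 active = activation above the mean of all tested compounds plus 3 SD, computed per campaign excluding outliers beyond control limits, cut at about 13% in these data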
ASAP1 GAP inh – inhibitors of human ASAP1 ArfGAP activity. ASAP1-stimulated ARF1 GTP hydrolysis, GDP FP detection. Q9ULH1. 360,000 tested, 0.19% active. inhibition, % at 16.5 µM. AID 624377; in the data active = inhibition above about 25%;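 note: 0% = vehicle with enzyme and substrate and 100% = no enzyme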
PLCb3 inh – blocks human PLC-beta3 enzyme activity | Purified PLC-beta3, fluorogenic substrate, fluorescence | 370,000 tested, 0.18% active | Q01970 | inhibition, % at 12.2 µM; in the data active = inhibition above about 11%;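 note: 0% = median of compound wells on plate and 100% = full blocker control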
ARFGAP1 inh – inhibitors of rat ARFGAP1; Q62848; 360,000 tested, 0.26% active; Arfgap1-stimulated ARF1 GTP hydrolysis, GDP FP detection; inhibition, % at 16.5 µM;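 active = inhibition above a per-plate limit, mean inhibition of low control wells plus 3 SD, cut at about 25% in these data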;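 note: 0% = DMSO wells with enzyme and 100% = wells lacking Arfgap1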
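system = rat Arfgap1 catalytic domain, aa 1-136 | technique = FP, GDP Alexa 633 tracer displaced from anti-GDP antibody, 620/688 nm | compound = one concentration, 16.5 µM, DMSO 1.26% | medium = HEPES-based buffer, pH 7.5 | timing = compound-enzyme preincubation 20 min, reaction 120 min, detection 60 min, 25 °C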
UHRF1 MBD2 ctr – human UHRF1 methylated DNA binding inhibitors; UHRF1 binding to methylated oligo, TR-FRET; inhibition, % at 4.4 µM; 370,000 tested, 0.75% active; in the data active = inhibition above about 21%;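 note: UHRF1 SRA domain binding a hemimethylated CpG hairpin DNA probe; 0% = median of test compound wells and 100% = reference inhibitor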
DDE Tn6 FP inh – disrupts Tn6 cyclic peptide binding to fibrin D-Dimer-E complex | P02675 | Fibrin DD(E) TRITC-Tn6 fluorescence polarization displacement | inhibition, % at 8.3 µM | 370,000 tested, 0.21% active | AID 720509;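 active = inhibition above a per-campaign cutoff: mean of compounds within control limits plus 3 SD, cut at about 15% in these data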;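 note: 0% = median of all compound wells on the plate and 100% = blocking peptide control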
Target sequence (P02675 whole entry, looked up): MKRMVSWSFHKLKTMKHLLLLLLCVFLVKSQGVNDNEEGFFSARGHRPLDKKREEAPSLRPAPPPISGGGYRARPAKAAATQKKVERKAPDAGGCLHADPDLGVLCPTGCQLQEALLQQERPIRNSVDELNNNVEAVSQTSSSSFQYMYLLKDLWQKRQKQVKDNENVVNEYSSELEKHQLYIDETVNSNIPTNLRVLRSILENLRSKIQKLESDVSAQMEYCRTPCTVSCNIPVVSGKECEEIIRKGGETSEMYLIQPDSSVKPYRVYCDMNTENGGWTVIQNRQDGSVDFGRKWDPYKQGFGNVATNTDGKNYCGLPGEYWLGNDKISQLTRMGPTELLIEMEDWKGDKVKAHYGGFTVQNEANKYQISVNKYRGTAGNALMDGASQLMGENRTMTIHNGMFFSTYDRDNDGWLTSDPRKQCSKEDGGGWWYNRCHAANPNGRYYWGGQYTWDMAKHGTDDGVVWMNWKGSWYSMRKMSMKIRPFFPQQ
Tn7 DDE FP – DD(E)-Tn7 binding inhibition, primary FP screen | 370,000 tested, 0.13% active | inhibition, % at 8.3 µM | FP displacement of FITC-Tn7 peptide from fibrin DD(E); 0% = median of compound wells per plate | P02675;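 active = inhibition above the mean of compounds falling within the control limits plus 3 SD of them, cut at about 14% in these data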;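 note: 0% = plate median of compound wells and 100% = 10 µM Aha-Tn7 peptide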
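Assay system: Fibrin-DD(E) protein isolated from polymerized human fibrin clots; read-out basis: percent inhibition; medium: Tris/NaCl/CaCl2 buffer, pH 7.8; signal: FP measurement; incubation: 10 min plus 3 h, room temperature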
* hit, by the source's call; & = joins results of further samples. Random draw from the library; 4.1% or so of the library scored in one or more.

PLC-gamma1 inh	ADAM17 inh	MBD2 inh	KLK7 zymogen act	ASAP1 GAP inh	PLCb3 inh	ARFGAP1 inh	UHRF1 MBD2 ctr	DDE Tn6 FP inh	Tn7 DDE FP	Molecule
0.2&-0.1	-1.0&0.6	-0.8&-2.4	0.4&0.1	-1.6&4.0	-3.5&-0.8	7.0&11.3	1.6&-3.0	1.3&-7.1	-6.0&-11.5	COc1ccccc1N1CCN(CC(O)COc2cccc3ccccc23)CC1 (configuration not stated)
1.4	-2.5	1.9	0.7	-5.0	3.5	0.0	2.5	4.3	2.5	CN(C(=O)CSc1nnnn1-c1ccccc1)C1CCS(=O)(=O)C1 (configuration not stated)
1.4	-1.6	1.3	0.2	-3.0	-0.8	2.4	-0.4	5.5	-4.3	CC(C)C(=O)N1CCN(c2ccc(NC(=O)c3ccc4c(c3)OCCO4)cc2Cl)CC1
0.5	0.2	5.2	-0.3	-4.7	-6.4	8.0	0.9	-0.1	1.6	CCN1CCN(Cc2nc3cc(NC(=O)COc4ccc([N+](=O)[O-])cc4)ccc3n2C)CC1
-37.4	-4.1	-0.4	1.0	-15.8	-44.2	10.4	-3.5	1.7	3.4	Cc1ccccc1-n1c(C)cc(/C=C(\C#N)C(=O)NCC2CCCO2)c1C (configuration not stated)
-5.4	-3.8	-3.7	-0.5	-7.5	-15.6	7.2	-1.2	-1.9	-8.1	CC(=O)Nc1cccc(NC(=O)CSc2nnc3ccc(-c4ccccn4)nn23)c1
-1.3	-2.5	-2.9	0.2	-4.9	-0.7	4.3	-0.3	10.9	-2.1	Cc1nnc(NC(=O)CCn2cnc3ccccc3c2=O)s1
0.6	1.6	-3.7	0.2	-8.0	-4.5	0.5	-2.2	-4.0	5.8	O=C(/C=C/c1ccc(S(=O)(=O)N2CCOCC2)cc1)Nc1ccc(F)c(F)c1F
3.5	-7.2	5.1	0.1	0.6	-1.5	-3.3	5.7	0.8	-0.3	COc1cccc(NC(=O)C2CCCN2C(=O)OCc2ccccc2)c1 (configuration not stated)
-0.2	-2.5	2.6	0.2	-1.2	2.3	11.0	-0.4	3.2	4.1	CN(c1ccc(OCC(=O)NC2CCC(O)CC2)cc1)S(=O)(=O)c1ccc(Cl)cc1 (configuration not stated)
3.2	1.1	2.3	-0.2	9.3	-7.7	7.6	2.1	-4.2	2.0	CCOC(=O)c1ccc(-n2c(CN(CC)CC)nc3ccc([N+](=O)[O-])cc3c2=O)cc1
-18.2	-1.7	-1.1	0.7	11.2	-31.6	17.7	-2.8	2.2	-2.8	N#Cc1cccnc1N1CCN(C(=O)c2cccc3c2C(=O)c2ccc(-c4ccc(F)cc4OCc4ccccc4)cc2S3(=O)=O)CC1
-3.4	-7.2	-4.5	0.2	-2.7	-5.6	-2.0	-6.9	1.1	-2.8	COC(=O)Cc1[nH]nc2c1C1(CCSCC1)C(C#N)=C(N)O2
1.0	-0.2	-2.8	0.3	9.2	-7.3	-3.6	2.8	4.2	6.2	O=C(COc1ccc(Br)cc1CO)N1CCCc2ccccc21
-1.2	3.6	4.3	-0.6	9.2	-0.3	8.9	1.3	-1.0	0.6	Oc1c(C(c2cccs2)N2CCN(c3ccccc3)CC2)sc2ncnn12 (configuration not stated)
-9.4	-0.9	-0.7	0.1	-0.8	-3.7	4.2	0.9	-7.1	-8.5	CCOc1ccc(NC(=O)C(C)N2C(=O)c3ccccc3C2=O)cc1 (configuration not stated)
0.3	0.3	2.1	0.2	6.3	1.2	0.9	1.4	-4.1	-3.9	O=S(=O)(NCC1CCCO1)c1ccc(Cl)c(C(F)(F)F)c1 (configuration not stated)
3.0	2.5	0.3	0.6	-0.3	-3.4	0.7	1.6	-4.6	-6.9	Cc1ccccc1SCC(=O)N1CCN(c2ccc(C(F)(F)F)cn2)CC1
2.5	1.0	-7.5	-0.1	6.3	3.3	-8.4	-2.4	-2.5	7.4	C[C@H](CO)NC(=O)[C@@H]1C[C@H]1[C@@H](NP(=O)(c1ccccc1)c1ccccc1)c1ccccc1
4.0	-3.5	-4.0	0.1	-1.6	-0.8	-2.2	-0.5	-5.2	1.4	C[C@@H]1CN([C@@H](C)CO)C(=O)CCCn2nncc2CO[C@H]1CN(C)Cc1cccc(O)c1

Ordered by value in ADAM17 inh (high to low): 5 from the list above.
PLC-gamma1 inh	ADAM17 inh	MBD2 inh	KLK7 zymogen act	ASAP1 GAP inh	PLCb3 inh	ARFGAP1 inh	UHRF1 MBD2 ctr	DDE Tn6 FP inh	Tn7 DDE FP	Molecule
3.0	2.5	0.3	0.6	-0.3	-3.4	0.7	1.6	-4.6	-6.9	Cc1ccccc1SCC(=O)N1CCN(c2ccc(C(F)(F)F)cn2)CC1
-9.4	-0.9	-0.7	0.1	-0.8	-3.7	4.2	0.9	-7.1	-8.5	CCOc1ccc(NC(=O)C(C)N2C(=O)c3ccccc3C2=O)cc1 (configuration not stated)
-1.3	-2.5	-2.9	0.2	-4.9	-0.7	4.3	-0.3	10.9	-2.1	Cc1nnc(NC(=O)CCn2cnc3ccccc3c2=O)s1
4.0	-3.5	-4.0	0.1	-1.6	-0.8	-2.2	-0.5	-5.2	1.4	C[C@@H]1CN([C@@H](C)CO)C(=O)CCCn2nncc2CO[C@H]1CN(C)Cc1cccc(O)c1
-37.4	-4.1	-0.4	1.0	-15.8	-44.2	10.4	-3.5	1.7	3.4	Cc1ccccc1-n1c(C)cc(/C=C(\C#N)C(=O)NCC2CCCO2)c1C (configuration not stated)

Next section.
PLC-gamma1 inh	ADAM17 inh	MBD2 inh	KLK7 zymogen act	ASAP1 GAP inh	PLCb3 inh	ARFGAP1 inh	UHRF1 MBD2 ctr	DDE Tn6 FP inh	Tn7 DDE FP	Molecule
-1.6	-1.0	0.3	0.2	3.8	1.6	3.9	0.4	0.9	0.7	CC(C)Cn1c(N2CCN(C(=O)c3cccs3)CC2)nc2ccccc21
-152.8	-58.0	-2.0	3.4	5.4	-214.8	9.4	-2.2	-0.1	-7.7	CC[C@@H]1C(c2ccc(F)cc2)=NN(c2ccc(Br)cc2)[C@H]1C(=O)N1CCOC1=O
11.4*	-5.6	3.5	0.2	-7.1	7.3	3.6	10.6	-7.3	-6.8	O=C(NCc1cccs1)c1cc2c(s1)CCCC2
-1.2	-2.7	-2.5	0.1	-0.4	-2.0	-15.0	-0.9	6.7	4.1	COc1ccc(CS(=O)(=O)CC(C)(O)c2ccccc2Cl)cc1 (configuration not stated)
3.6	2.1	0.0	-2.9	-2.1	0.4	-1.0	3.6	0.0	5.5	COc1ccc(C/C(N)=N/OC(=O)COc2ccccc2C)cc1
-1.6	-4.7	3.0	-0.5	-8.0	0.6	0.3	0.5	2.1	-3.2	CN1CCN(CCCc2c3c(cc4c2CCC4)CCC3)CC1
2.2	-1.2	-2.9	-0.7	13.1	-0.4	9.7	-2.0	3.1	-2.7	CCOc1ncccc1C(=O)Nc1ccc(F)c(F)c1
-2.5	-1.8	1.8	-0.3	17.3	-7.3	-2.3	-1.0	4.6	9.3	O=C(NNC(=S)Nc1ccccc1)c1ccc2ncccc2c1
3.7	-4.8	-0.3	-0.2	3.4	2.2	-11.1	-1.2	1.3	-3.6	Cc1ccc(NC(=O)C2CC(=O)N(c3ccccc3Cl)C2)cc1S(=O)(=O)N1CCOCC1 (configuration not stated)
0.9	-1.4	1.0	-0.8	5.1	-1.1	0.6	4.9	-2.7	4.3	COc1ccc(C(=O)O/N=C(\N)Cc2ccc(Cl)c(Cl)c2)cc1OC
-1.8	7.4	-0.2	-0.8	14.5	-1.6	8.3	-1.0	2.0	6.0	CCN(CC(O)Cn1c2ccccc2c2ccccc21)S(=O)(=O)c1ccc(F)cc1 (configuration not stated)
-3.7	-2.1	-0.1	-0.4	-7.2	-2.7	3.9	1.2	6.6	5.7	NC(=O)c1cnn(-c2ccc3ccccc3c2)c1N
-4.5	0.3	-0.5	0.5	0.3	-8.1	-3.4	2.9	-3.3	-6.6	CC[C@H]1C/C=C\Cc2ccccc2[C@@H](C(=O)C[C@@H](O)CC(C)=O)OC1=O
1.5	0.1	-1.8	0.1	-1.2	2.1	1.6	1.1	4.0	-7.3	COc1cccc(OC)c1C(=O)OCC(=O)NCc1ccco1
-0.6	6.5	3.4	-0.2	5.8	0.0	7.1	-0.9	2.0	-4.8	COc1ccc(S(=O)(=O)N2CCCCCC2)cc1C(=O)N(C)CC(=O)Nc1ccc(Cl)c(Cl)c1
-0.2	-6.1	-0.1	0.1	-5.5	-8.8	4.0	11.2	-7.4	-2.8	NC(=O)c1ccc(NC(=O)COC(=O)c2ccc3c(c2)OCCO3)cc1
6.3	0.8	-0.7	0.7	6.2	-0.9	-0.4	-1.2	3.4	-4.7	O=C(CSc1nc2ccccc2c(=O)n1-c1ccccc1)NCc1ccco1
-3.4	0.4	1.1	-0.1	-1.5	-8.3	-1.5	-2.8	-6.3	-4.3	COc1ccc(NC(=O)COC(=O)/C=C/c2cccs2)c(OC)c1
1.7	1.9	1.3	-0.2	10.8	2.4	-6.5	0.6	4.9	-1.8	CCOc1ccc(NC(=O)CN2C(=O)S/C(=C/c3cccn3C)C2=O)cc1
-3.1	-3.7	3.8	-0.6	-1.6	3.9	2.2	2.1	1.5	3.0	COc1ccc(NC(=S)N2CCN(Cc3ccco3)CC2)c(OC)c1
-2.4	-4.4	5.0	0.7	-15.1	-9.4	-15.9	7.1	7.6	6.6	COc1ccccc1CN(C)c1ccc(S(=O)(=O)N2CCN(C)CC2)cn1
0.1	-2.7	1.2	-0.3	-2.2	1.7	4.4	8.9	-7.4	-2.0	COc1ccccc1C(=O)Nc1ccc(N2CCN(Cc3ccccc3)CC2)cc1
1.2	-0.8	-10.1	-0.2	2.7	3.0	-3.2	-4.1	0.5	2.8	Cc1onc(-c2c(Cl)cccc2Cl)c1C(=O)c1c[nH]c(C(=O)NC2CC2)c1
-1.4	0.4	2.3	0.0	-14.6	-1.5	7.7	2.7	-10.6	-3.9	CC(C)C(NC(=O)c1ccccc1F)C(=O)Nc1ccc2c(c1)OCO2 (configuration not stated)
3.0	-1.9	-1.3	-0.2	8.3	-4.6	2.6	2.3	0.8	-0.4	COc1cc(C(=O)NC(=S)Nc2ccc3oc(=O)ccc3c2)cc(OC)c1OC
2.6	5.3	-2.5	0.3	-4.2	2.3	4.2	-1.0	-0.6	-2.8	COc1ccc2cc(S(=O)(=O)N3CCCCCC3)ccc2c1
2.1	2.3	-6.9	0.3	-8.4	1.4	2.9	-5.1	3.5	-4.5	Cc1ccc(-c2ccc(/C=N/N=C3/NC(=O)C(CC(=O)O)S3)o2)c([N+](=O)[O-])c1 (configuration not stated)
-0.6	-0.5	-5.0	0.4	-6.2	-0.4	-0.1	-3.1	-3.6	5.5	Cc1cccc(OCC(=O)Nc2nc3ccc([N+](=O)[O-])cc3s2)c1C
-29.0	-8.6	-7.3	1.5	-9.8	-34.3	-10.5	-3.0	1.5	3.4	O=C1Nc2cccc3c2N(CCC3)C2=C1CCC2
1.8	-1.0	-5.9	0.2	-5.5	4.8	-4.5	0.0	-1.4	1.5	Cc1cc(=O)[nH]c(N/N=C/c2ccc(OC(=O)c3ccco3)cc2)n1
3.2	4.8	0.3	-1.1	-8.6	-5.4	7.8	7.1	0.4	-8.2	O=C1NN(c2ccccc2)C(=O)/C1=C/c1ccc(Sc2cccc3ccccc23)o1
